# Screening results from PubChem.
# PHOSPHO1 block = PubChem AID 1565. 290,000 compounds, 1.1% hits. Phosphoethanolamine/phosphocholine phosphatase (Homo sapiens), Q8TCT1. recombinant PHOSPHO1, absorbance phosphatase assay. inhibition, % at 13.3 µM; in the data active means inhibition above about 60%
# NALP1 inh = NALP1 inflammasome inhibitors in reconstituted yeast, colorimetric, S. cerevisiae, triplicate retest | inhibition, % at 10 µM | S. cerevisiae NALP1/ASC/caspase-1 growth, X-gal OD620, 72 h | 280,000 compounds, 0.61% hits; in the data active means inhibition mostly above about 24%, no sharp cut-off; inactive means mostly below about 32%; further: some compounds called inactive have numbers as strong as hits
# MEKK2 mut-MEK5 = MEK5 binding signal on mutant MEKK2 PB1, primary screen, biochemical, multiplex bead flow cytometry, Alexa488-MEK5 | Alexa488-MEK5 binding to MEKK2 mutant | AID 1530, 2009 | 290,000 compounds, 0.35% hits | percent response, % at 10 µM; in the data active means percent response above about 24%, passing the limit was not always enough; further: inactives centre near 1; some results filed as inactive read as strong as hits; reference of the scale not given here
# OXTR agonist = human OXTR agonists, primary screen, fluorescence, CHO-OTR cells, Fluo-8 calcium; AID 2435, 2010; Fluo-8 calcium fluorescence; normalized: DMSO 0%, oxytocin 100%; activation, % at 3 µM; Oxytocin receptor (Homo sapiens), P30559; 320,000 compounds, 0.32% hits;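 active means activation above the mean of all tested compounds plus 3 SD, cutoff set per screening run, cut at about 20% in these data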;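 further: peak over basal fluorescence ratio from a 100 s FLIPR kinetic read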
# Target sequence (P30559 whole entry, looked up): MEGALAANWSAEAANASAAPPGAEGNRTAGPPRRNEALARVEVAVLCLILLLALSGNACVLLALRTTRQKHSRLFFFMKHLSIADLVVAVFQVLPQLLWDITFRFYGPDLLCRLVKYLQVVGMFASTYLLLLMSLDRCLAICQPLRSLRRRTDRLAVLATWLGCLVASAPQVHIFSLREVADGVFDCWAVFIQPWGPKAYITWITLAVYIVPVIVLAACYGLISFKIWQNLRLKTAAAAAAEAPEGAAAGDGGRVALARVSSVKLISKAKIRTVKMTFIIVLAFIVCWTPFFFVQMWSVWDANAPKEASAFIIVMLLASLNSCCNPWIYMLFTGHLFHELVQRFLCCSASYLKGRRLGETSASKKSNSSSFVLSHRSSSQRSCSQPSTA
# MEKK2wt PB1 HTS = modulators of MEK5 binding to wildtype MEKK2, primary screen, biochemical, multiplex bead flow cytometry, Alexa488-MEK5 | Mitogen-activated protein kinase kinase kinase 2 (Homo sapiens), Q9Y2U5 | Alexa488-MEK5 binding to MEKK2 WT; actives lie on both sides | binding response (% of control), % at 10 µM | 290,000 compounds, 1.1% hits | AID 1531, 2009; in the data active means binding response below about 67% or above about 130%
# V1aR counter = agonists of human V1a receptor, primary screen, counter-screen for OXTR agonist project, fluorescence, CHO-V1R cells; activation, % at 3 µM; Fluo-8 calcium fluorescence, agonist mode; 0% DMSO, 100% 3 nM vasopressin; Vasopressin V1a receptor (Homo sapiens), P37288; AID 2797, 2010; 320,000 compounds, 0.25% hits;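 active means activation above the mean activation of all tested compounds plus 3 SD, per screening run, cut at about 20% in these data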;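 further: signal is peak over basal fluorescence ratio across a 100 second FLIPR read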
# MEKK3 PB1 HTS = modulators of MEKK3-MEK5 PB1 binding, primary screen, biochemical, wildtype MEKK3, multiplex bead flow cytometry, Alexa488-MEK5. Mitogen-activated protein kinase kinase kinase 3 (Homo sapiens), Q99759. bead-based flow cytometry, Alexa488-MEK5 binding to MEKK3; actives lie on both sides; 0 = blocked by unlabeled MEK5, 100 = vehicle. binding response (% of control), % at 10 µM. 290,000 compounds, 1.4% hits. AID 1529, 2009;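 active means binding response more than 3 SD above or below the average of its plate-row segment, actives on both sides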;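 further: Alexa488 bead fluorescence after subtracting the streptavidin-only scavenger bead signal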
# Target sequence (Q99759 whole entry, looked up): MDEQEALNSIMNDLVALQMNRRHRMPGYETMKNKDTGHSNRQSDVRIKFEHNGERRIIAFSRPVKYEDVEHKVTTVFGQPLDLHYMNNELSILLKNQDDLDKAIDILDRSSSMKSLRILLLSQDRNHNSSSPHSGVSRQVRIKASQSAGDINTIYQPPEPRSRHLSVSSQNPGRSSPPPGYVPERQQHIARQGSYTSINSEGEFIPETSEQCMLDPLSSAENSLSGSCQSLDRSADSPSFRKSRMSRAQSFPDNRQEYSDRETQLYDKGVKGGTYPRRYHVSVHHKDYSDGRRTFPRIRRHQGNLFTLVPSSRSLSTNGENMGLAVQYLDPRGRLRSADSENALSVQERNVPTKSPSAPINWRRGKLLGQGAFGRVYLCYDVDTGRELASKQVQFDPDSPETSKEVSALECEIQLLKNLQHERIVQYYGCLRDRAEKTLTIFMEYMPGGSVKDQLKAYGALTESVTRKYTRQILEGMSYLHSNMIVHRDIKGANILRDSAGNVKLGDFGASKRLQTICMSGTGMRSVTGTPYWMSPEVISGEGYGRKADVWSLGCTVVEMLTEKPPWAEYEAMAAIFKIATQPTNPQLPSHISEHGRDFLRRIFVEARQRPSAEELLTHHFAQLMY
# GPR7 antagonist = GPR7 receptor antagonists, primary screen, cell-based, fluorescence, single concentration | GPR7-expressing cells, fluorescence antagonist assay | inhibition, % at 4.4 µM | Neuropeptides B/W receptor type 1 (Homo sapiens), P48145 | 290,000 compounds, 1.1% hits; in the data active means inhibition above about 16%, passing the limit was not always enough;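 further: cells stimulated with the agonist NPW; 0% = agonist with vehicle and 100% = vehicle without agonist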
# GalR3 antag = GalR3 antagonists in HEK293 cells, primary screen, cell-based, fluorescence readout; Galanin receptor type 3 (Homo sapiens), O60755; HEK293 GalR3-CNG cAMP membrane potential fluorescence; galR3 body fused to GalR1 C-terminus; inhibition, % at 3 µM; 360,000 compounds, 0.44% hits; AID 651719, 2012;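 active means inhibition above the screen-wide average plus 3 SD, cut at about 13% in these data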;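 further: forskolin and galanin both at EC90 stimulate the cells; cAMP rise reported by CNG channel membrane potential dye signal; 0% = forskolin plus galanin with DMSO and 100% = forskolin alone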
# * marks the source's active call; other numbers are inactive results; / = no result given; & = joins results of further samples; [ ] = another dose, or the depositor's remark. Compounds as they come; 5.4% or so of the library scored in one or more.
# Results follow in this order: PHOSPHO1 block	NALP1 inh	MEKK2 mut-MEK5	OXTR agonist	MEKK2wt PB1 HTS	V1aR counter	MEKK3 PB1 HTS	GPR7 antagonist	GalR3 antag
- Cc1cccc(C)c1NC(=O)CCCSc1nnc(-c2ccco2)o1
  /	/	-3	-1.8	98	0.1	104	-8	-3
- COc1ccc2c(c1)C(=O)/C(=C/C=C/c1ccccc1)CC2
  18	-8	-1	-1.3	71*[inhibitor]	0.4	90	12	-4
- CCOC(=O)C1CCCN(Cc2nc(Cc3cccc(F)c3)no2)C1 (configuration not stated)
  54	-15	7	0.4	109	0.4	92	-14	1
- Cc1ccc(N(CC(=O)NCc2ccco2)C(=O)CNS(=O)(=O)c2ccccc2)c(C)c1
  35	8	-7	1.3	95	0.4	98	2	5
- Cc1ccc(NC2c3ncccc3C(=O)N2Cc2cccs2)cc1 (configuration not stated)
  -8	-19	-4	0.1	94	0.8	98	-3	-3
- O=C(N/N=C/c1ccoc1)c1ccccc1O
  28	-1	9	1.2	104	1.2	105	16	1
- O=C1CNC(=S)N1C1CCCCCC1
  4	17	-4	2.1	97	0.1	102	-4	-10
- Cc1ccc(N=Nc2c(O)c3ccccc3[nH]c2=O)c(S(=O)(=O)N(C)C)c1
  -10	25	-29	/	75	/	71	-6	/
- COc1ccc(CCNC(=O)CCCNC(=O)Cn2cnc3sc(C)c(C)c3c2=O)cc1OC
  1	21	5	-0.6	106	0.1	105	-8	-5
- CCOCCCn1c(=S)[nH]c2cc(C(=O)N3CCC(C(N)=O)(N4CCCCC4)CC3)ccc2c1=O
  -10	-13	-2	0.8	98	-0.4	101	-19	1
- O=C(CCn1c(=S)oc2ccccc21)N1CCN(c2ccc(F)cc2)CC1
  18	/	-5	0.7	97	1.5	97	-9	-4
- CCOC(=O)c1ccc(NC(=O)c2nc[nH]c2C(=O)NC2CCN(C(=O)OC(C)(C)C)CC2)cc1
  39	/	6	-0.9	81	1.1	85	/	17*
- CCC(Oc1cc(Cl)ccc1Cl)C(=O)NN1C(=O)C2C3CCC(C3=C(C)C)C2C1=O (configuration not stated)
  12	9	7	-0.9	111	-0.9	107	-3	9
- Cc1nn2c(=S)[nH]nc2[nH]c1=O
  48	11	1	-0.4	100	0.9	101	-14	10
- COc1ccc(Oc2c(Cl)cnn(-c3ccc(C)cc3)c2=O)cc1
  7	40	-8	-0.4	87	-0.3	93	32*	-4
- Cc1cccc(C)c1NC(=O)COc1ccc2c(C)c(Cc3ccccc3)c(=O)oc2c1C
  -7	24	-2	0.1	96	-1.0	97	0	-2
- Cc1ccc(C(=O)Nc2cccc(C(F)(F)F)c2)cc1NC(=O)c1nccnc1N
  18	/	1	-1.1	85	0.0	92	/	3&0
- Fc1ccc(CNc2ncnc3cc(Cl)ccc23)cc1
  /	13	3	11	101	11	103	20	-11
- Cc1cc2ccccn2c1C(=O)c1ccc(S(=O)(=O)N(C)C)cc1
  -19	10	-3	5.6	99	6.3	98	0	-1
- Cc1sc2nc(CSC(C)C(=O)N3CCOCC3)[nH]c(=O)c2c1C (configuration not stated)
  43	23	0	0.4	99	1.5	95	-7	-4
- O=S(=O)(Nc1nc2ccccc2[nH]1)c1ccccc1
  -8	-21	-9	2.0	79	0.8	74	1	-5
- Cc1noc(C)c1C(=O)Nc1ccc(S(=O)(=O)N2CCCCC2)cc1
  19	9	7	1.8	109	6.7	103	-3	-4
- COc1ccccc1CNC(=O)C1CCN(C(=O)[C@@H]2Cc3ccccc3CN2)CC1
  34	13	-3	-0.3	92	0.5	101	-11	-8
- COC(=O)c1cc2occc2n1Cc1cccc(C)c1
  -17	2	-1	-1.7	94	0.6	98	-10	-4
- O=C(O)COc1ccc(Br)cc1CP(=O)(c1ccccc1)c1ccccc1
  2	-1	8	-0.3	112	-0.5	108	-1	1
- CCOC(=O)c1oc2cc(C)cc(O)c2c(=O)c1-c1csc(C)n1
  3	-2	0	-1.6	95	0.3	94	-7	4
- Cc1cccc(CSc2ncnc3nc[nH]c23)c1
  -14	20	9	0.7	106	3.7	105	-10	-1
- CCc1ccc(C(=O)NC(C(=O)NCC2CCCO2)C(C)C)cc1 (configuration not stated)
  24	9	-2	-1.1	98	-0.4	104	-9	-2
- COc1cc(C2CC(=O)N(CC(=O)NCC3CCCO3)c3ccccc3S2)cc(OC)c1OC (configuration not stated)
  34	8	-6	0.3	92	0.3	93	2	0
- Cc1cc(C(F)F)nn1CC(=O)NC1CCCC1
  38	15	6	-0.2	105	-0.2	105	-13	0
- COc1ccccc1OCCc1nnc(N)s1
  3	-10	1	0.9	96	0.2	97	12	-7
- O=C(CSc1ccc(Cl)cc1Cl)N1CCC(c2nc3ccccc3s2)CC1
  46	2	7	0.6	111	1.3	113	-7	-5
- COc1ccc(/C=N/NC(=O)c2nn(-c3ccccc3)c(=O)c3c(N)scc23)cc1
  3	24	0	0.7	99	0.4	105	-8	-6
- Cc1ccc(C(=O)NCC(=O)OCC(=O)NC(C)c2ccccc2)s1 (configuration not stated)
  5	10	-1	-1.3	93	-0.7	99	-7	-7
- NC(=O)c1cc(-c2ccccc2)nc(N2CCCCCC2)n1
  -9	9	-3	5.9	101	-0.6	101	-19	-8
- O=C(N/N=C1\CC(c2ccccc2)Oc2ccccc21)c1ccccn1 (configuration not stated)
  6	2	-4	-0.9	101	-1.1	102	-14	-1
- O=C(Nc1ccc(N2CCCCCC2)cc1)c1ccccc1Cl
  38	11	-2	-1.7	96	-1.1	96	10	-5
- CCCc1nc2nc(C)c(NS(=O)(=O)c3ccc([N+](=O)[O-])cc3)c(=O)n2[nH]1
  0	-8	-4	-0.1	99	-1.0	99	10	-5
- COc1cccc(-c2nnc(SCCC(=O)O)n2C)c1
  -7	31	1	0.9	100	0.9	101	-2	3
- CCOC(=O)N1CCN(S(=O)(=O)c2ccc3c(c2)CC(C)N3C(=O)C2CC2)CC1 (configuration not stated)
  18	15	1	2.0	96	5.6	99	-5	4
- CCCCCNC(=O)CSC1=N/C(=C\c2ccc(Cl)c(Cl)c2)C(=O)N1CC
  14	-11	-3	0.2	92	0.2	92	-9	3
- NS(=O)(=O)c1ccc(-c2cccc(/C=C3\SC(=O)NC3=O)c2)cc1
  31	8	-6	-0.6	88	0.6	96	-6	-1
- Cc1cccc(C)c1NC(=O)NC1(C(=O)N2CCN3CCCC3C2)CCCCC1 (configuration not stated)
  30	10	2	0.3	97	-0.2	101	-4	-7
- Cc1[nH]nc2c1C1(CCN(C(=O)OCc3ccccc3)CC1)C(C#N)=C(N)O2
  2	8	5	0.4	107	0.7	102	-4	3
- CC1CN(Cc2c(O)ccc3c(=O)c(-c4ccccc4)coc23)CC(C)O1 (configuration not stated)
  28	-1	0	0.0	106	0.7	119	1	-4
- COc1ccc(-c2csc(Nc3cccnc3)n2)cc1
  -36	0	5	-1.8	98	-1.1	97	6	-1
- CN(C)c1ccc(/C=N/NC(=O)CN(c2ccccc2Cl)S(C)(=O)=O)cc1Br
  42	22	0	1.1	97	-0.5	98	0	14*
- COc1ccc(C2=Nc3ccccc3OC2)cc1
  11	31	2	-0.4	102	2.8	103	-4	-7
- Cc1cc(-c2cn3ccccc3n2)c(C)n1-c1ccccc1
  4	9	-1	-0.3	100	-0.7	91	-8	13*
- O=C(Nc1nnc(COc2ccc(Cl)cc2)s1)c1ccco1
  -104	4	-6	1.4	94	0.3	101	-7	-6
- COc1ccccc1CCNC(=O)C(=O)c1cn(CC(=O)N2CCCC2)c2ccccc12
  38	5	7	-0.2	108	1.4	106	-8	-3
- O=C(Cc1ccccc1)NCCc1cccc(Cl)c1
  30	-11	-7	-2.2	93	-0.4	95	-3	-5
- Cc1nc2cc(Nc3nnc(-c4ccccc4)c4ccccc34)ccc2n1C
  14	0	-2	-0.3	98	-0.7	96	5	-6

# Among those listed so far, these contain a halogen.
# Results follow in this order: PHOSPHO1 block	NALP1 inh	MEKK2 mut-MEK5	OXTR agonist	MEKK2wt PB1 HTS	V1aR counter	MEKK3 PB1 HTS	GPR7 antagonist	GalR3 antag
- CCOC(=O)C1CCCN(Cc2nc(Cc3cccc(F)c3)no2)C1 (configuration not stated)
  54	-15	7	0.4	109	0.4	92	-14	1
- O=C(CCn1c(=S)oc2ccccc21)N1CCN(c2ccc(F)cc2)CC1
  18	/	-5	0.7	97	1.5	97	-9	-4
- CCC(Oc1cc(Cl)ccc1Cl)C(=O)NN1C(=O)C2C3CCC(C3=C(C)C)C2C1=O (configuration not stated)
  12	9	7	-0.9	111	-0.9	107	-3	9
- COc1ccc(Oc2c(Cl)cnn(-c3ccc(C)cc3)c2=O)cc1
  7	40	-8	-0.4	87	-0.3	93	32*	-4
- Cc1ccc(C(=O)Nc2cccc(C(F)(F)F)c2)cc1NC(=O)c1nccnc1N
  18	/	1	-1.1	85	0.0	92	/	3&0
- Fc1ccc(CNc2ncnc3cc(Cl)ccc23)cc1
  /	13	3	11	101	11	103	20	-11
- O=C(O)COc1ccc(Br)cc1CP(=O)(c1ccccc1)c1ccccc1
  2	-1	8	-0.3	112	-0.5	108	-1	1
- Cc1cc(C(F)F)nn1CC(=O)NC1CCCC1
  38	15	6	-0.2	105	-0.2	105	-13	0
- O=C(CSc1ccc(Cl)cc1Cl)N1CCC(c2nc3ccccc3s2)CC1
  46	2	7	0.6	111	1.3	113	-7	-5
- O=C(Nc1ccc(N2CCCCCC2)cc1)c1ccccc1Cl
  38	11	-2	-1.7	96	-1.1	96	10	-5
- CCCCCNC(=O)CSC1=N/C(=C\c2ccc(Cl)c(Cl)c2)C(=O)N1CC
  14	-11	-3	0.2	92	0.2	92	-9	3
- CN(C)c1ccc(/C=N/NC(=O)CN(c2ccccc2Cl)S(C)(=O)=O)cc1Br
  42	22	0	1.1	97	-0.5	98	0	14*
- O=C(Nc1nnc(COc2ccc(Cl)cc2)s1)c1ccco1
  -104	4	-6	1.4	94	0.3	101	-7	-6
- O=C(Cc1ccccc1)NCCc1cccc(Cl)c1
  30	-11	-7	-2.2	93	-0.4	95	-3	-5
